Source: PubChem BioAssay (several laboratories)
EBNA-1 inh: EBNA-1 DNA-binding inhibitors, primary screen, biochemical, fluorescence polarization. AID 1950, 2009. inhibition, % at 14.8 µM. 300,000 tested, 0.34% active; in the data active means inhibition above about 28%
PP1 inh: PP1-alpha phosphatase inhibitors, primary screen, counter-screen for PP5 inhibitor project, biochemical, fluorescence, OMFP substrate, single point; inhibition, % at 6.7 µM; purified PP1alpha; 320,000 tested, 0.9% active; Serine/threonine-protein phosphatase PP1-alpha catalytic subunit (Homo sapiens), P62136;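 active means inhibition above the mean inhibition of all tested compounds plus 3 SD, computed separately for each screening campaign, cut at about 15% in these data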
Target sequence (P62136 whole entry, looked up): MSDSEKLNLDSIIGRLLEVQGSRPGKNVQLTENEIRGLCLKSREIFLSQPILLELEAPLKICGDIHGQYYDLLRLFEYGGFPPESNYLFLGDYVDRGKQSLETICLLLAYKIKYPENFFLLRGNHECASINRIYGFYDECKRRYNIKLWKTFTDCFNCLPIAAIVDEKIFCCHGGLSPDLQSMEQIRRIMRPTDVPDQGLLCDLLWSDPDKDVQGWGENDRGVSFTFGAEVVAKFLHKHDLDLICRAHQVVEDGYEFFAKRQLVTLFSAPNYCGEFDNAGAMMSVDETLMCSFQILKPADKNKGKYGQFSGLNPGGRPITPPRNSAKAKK
CR mimetic SO: reduction of superoxide in aged yeast, primary screen, HTS | 330,000 tested, 0.18% active | AID 2690, 2010 | S. cerevisiae aged cells, superoxide DHE fluorescence; active compounds read low | superoxide response (% of plate mean), % at 10 µM;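 active means superoxide response under a set limit, about three screen SD below normal, cut at about 65% in these data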;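 further: yeast aged for seven days with compound at 30 °C before DHE staining; 100% = average MFI of all compound-treated wells on the plate with controls excluded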
HCV core dimer: inhibitors of HCV core protein dimerization, primary screen, biochemical, TR-FRET, high-throughput; AID 1899, 2009; 300,000 tested, 0.33% active; inhibition, % at 5 µM; TR-FRET GST/Flag-core106 dimerization, 1536-well;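 active means inhibition above the mean of all tested compounds plus 3 SD, set per screening campaign, cut at about 45% in these data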
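System: GST-tagged and Flag-tagged HCV core protein residues 1-106 / Input: core106 proteins, GST 13.5 nM and Flag 17 nM / Buffer or medium: KF-containing HEPES buffer, pH 7.45, DTT, CHAPS, BSA / Probe or stimulus: Eu-anti-GST and XL665-anti-Flag labelled anti-tag antibodies / Schedule: 4 h, 22.5 °C incubation / Technique: TR-FRET 671 and 617 nm emission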
TPT1 inhibitor: Candida albicans TPT1 enzyme inhibitors, primary screen, biochemical, fluorescence polarization. AID 1962, 2009. tRNA 2'-phosphotransferase TPT1 (Candida albicans SC5314). recombinant caTPT1, FP RNA substrate dephosphorylation. inhibition, % at 5 µM. 300,000 tested, 0.81% active;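 active means inhibition above the mean of all tested compounds plus 3 SD, set per screening campaign, cut at about 24% in these data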;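 further: plate controls were DMSO alone for no effect and ferristatin control at 100 nM for full effect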
PP5 primary: PP5 phosphatase inhibitors, primary screen, biochemical, fluorescence; Serine/threonine-protein phosphatase 5 (Homo sapiens), P53041; purified PP5c, OMFP substrate fluorescence; inhibition, % at 6.7 µM; 320,000 tested, 0.18% active; AID 1987, 2009;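 active means inhibition above the campaign's mean inhibition across all tested compounds plus 3 SD, cut at about 9.5% in these data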;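 further: 0% = DMSO only and 100% = 100 µM cantharidin control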
Target sequence (P53041 whole entry, looked up): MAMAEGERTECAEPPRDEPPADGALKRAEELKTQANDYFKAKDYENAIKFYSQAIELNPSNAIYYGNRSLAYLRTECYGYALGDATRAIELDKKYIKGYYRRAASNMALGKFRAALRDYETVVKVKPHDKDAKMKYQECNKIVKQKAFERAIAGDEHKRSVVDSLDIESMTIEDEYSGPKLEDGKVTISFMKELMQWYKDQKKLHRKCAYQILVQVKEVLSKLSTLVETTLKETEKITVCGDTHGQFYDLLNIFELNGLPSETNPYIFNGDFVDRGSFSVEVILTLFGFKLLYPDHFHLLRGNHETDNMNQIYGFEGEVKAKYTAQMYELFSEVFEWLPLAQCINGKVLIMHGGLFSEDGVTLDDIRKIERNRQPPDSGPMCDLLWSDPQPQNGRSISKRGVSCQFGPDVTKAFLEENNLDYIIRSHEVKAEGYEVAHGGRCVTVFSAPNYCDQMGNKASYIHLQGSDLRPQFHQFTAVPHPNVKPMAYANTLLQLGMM
Fh CTSL1 inh: Fasciola hepatica cathepsin L1 inhibitors, primary screen, counter-screen for PFM18AAP inhibitor project, biochemical, QFRET, fluorogenic peptide substrate | recombinant F. hepatica cathepsin L1, Z-Leu-Arg-MCA fluorescence | inhibition, % at 5.96 µM | 300,000 tested, 0.49% active | AID 1906, 2009;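 active means inhibition above the mean of all tested compounds plus 3 SD, set per screening campaign, cut at about 17% in these data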;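 further: 0% = plate median of test compound wells and 100% = 1 µM Z-Phe-Ala-diazomethylketone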
GASC-1 inh: inhibitors of GASC-1 histone demethylase, primary screen, biochemical, fluorescence, DELFIA europium. GST-JMJD2C(1-420) H3K9me3 demethylation. inhibition, % at 2.35 µM. 330,000 tested, 0.069% active;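 active means more than half of a compound's replicate wells show inhibition beyond 50%, single wells judged on their own value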;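 further: signal counts dimethyl H3K9 product captured on neutravidin plate; 0% = median of DMSO wells and 100% = 0.3 times that DMSO median; strong numbers were not always called active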
ZTA DNA inh: blocks Epstein-Barr virus ZTA, an EBNA-1 counter-screen. 320,000 tested, 0.15% active. AID 2234. P03206. ZTA-DNA binding, fluorescence polarization. inhibition, % at 11 µM; in the data active means inhibition above about 33%
Target sequence (P03206 whole entry, looked up): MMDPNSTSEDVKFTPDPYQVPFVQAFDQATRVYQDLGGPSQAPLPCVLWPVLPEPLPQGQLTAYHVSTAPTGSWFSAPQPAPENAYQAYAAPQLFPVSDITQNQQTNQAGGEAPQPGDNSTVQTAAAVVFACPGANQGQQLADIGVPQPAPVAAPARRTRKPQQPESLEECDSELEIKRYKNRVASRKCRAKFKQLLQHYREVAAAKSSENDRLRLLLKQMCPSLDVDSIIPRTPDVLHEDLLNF
* = called active by the depositor; i = inactive; . = no result given; & = joins results of further samples.

SMILES	EBNA-1 inh	PP1 inh	CR mimetic SO	HCV core dimer	TPT1 inhibitor	PP5 primary	Fh CTSL1 inh	GASC-1 inh	ZTA DNA inh
O=[N+]([O-])c1cccc(-c2nc(-c3cccs3)c(-c3cccs3)[nH]2)c1	10	9	117	11	-1	5.8	-2	4	-26
CC(C)OCCCN1C(=O)c2ccccc2C1C(=O)NC1CCCCC1 (centres undefined)	2	-1	101	3	-4	0.9	-3	4	-6
O=C(O)c1ccc(NC(=S)NC(=O)c2ccc(-c3ccccc3)cc2)cc1	5	4	105	21	0	0.9	6	55	13
CCC(=O)Nc1cccc(C(=O)/C=C/c2cc(Br)ccc2OC)c1	3	1	89	3	-4	3.2	6	-22	6
O=[N+]([O-])c1cc(/C=N/Nc2nc3ccccc3[nH]2)c(O)cc1O	-6	18*	110	-45	0	0.9	4	49	-1
C/C(=N\NC(=O)c1ccccc1)c1ccc(N2CCCCC2)cc1	2	2	104	-6	-3	-0.1	-1	-1	27
CCOc1ccc(Oc2ccccc2NC(=O)C2=COCCO2)cc1	17	2	88	-8	1	3.7	0	10	-9
CCN(CC)CCN(Cc1cc2cc3c(cc2[nH]c1=O)OCCO3)C(=S)NCC(C)C	-8	-1	101	-3	8	1.4	7	-5	3
N#CC(C#N)=C1C(=O)N(CCN2CCCCC2)c2ccccc21	-4	-5	100	7	3	0.6	4	22	0
COc1ccc2oc(C)c(C(=O)c3ccccc3)c2c1	2	-1	91	-7	-1	4.0	-18	4	-7
O=C(/C=C/c1ccc2c(c1)OCO2)NCCSCc1c(Cl)cccc1Cl	5	5	115	0	-1	3.9	0	-42	-17
C=CCn1c(-c2cc3cccc(OC)c3o2)n[nH]c1=S	-6	-2	92	0	4	1.5	3	9	1
O=C(NCCc1ccc(Cl)cc1)C1CCN(c2ncccn2)CC1	-8	-2	99	-11	-2	-2.1	1	-1	14
COc1ccc(/C=C2/SC(=O)N(NS(=O)(=O)c3ccccc3)C2=S)cc1OC	0	6	123	-15	7	1.8	6	13	13
COc1ccc(S(=O)(=O)N2CCOCC2)cc1NC(=O)CC1CC2CCC1C2 (centres undefined)	.	-4	109	.	.	-2.6	.	1	16
COc1ccc(C2c3c(ccc4ccccc34)Oc3ncn4nc(Cc5ccc(OC)c(OC)c5)nc4c32)cc1 (centres undefined)	-2	4	81	-6	-3	0.3	2	-2	4
O=c1[nH]cnc2scc(-c3ccsc3)c12	11	-4	104	3	1	0.0	-1	2	0
Cc1ccc(-c2cc(-c3nnc(SCC(=O)NCC(C)C)n3N)c3ccccc3n2)cc1	-3	-1	106	9	-5	4.2	2	-4	9
CC1C(=O)CC(c2ccc([N+](=O)[O-])cc2)NC1c1ccc([N+](=O)[O-])cc1 (centres undefined)	-9	5	111	5	2	2.5	6	17	-35
O=C(Cc1ccc(S(=O)(=O)N2CCOCC2)s1)NCCC(c1ccccc1)c1ccccc1	-17	-1	98	44	13	5.5	-6	-21	2
COc1ccccc1NC(=S)N(Cc1ccccc1)Cc1ccccn1	0	-2	97	1	2	-0.7	0	6	7
CC1(C)CC(=O)C2=C(C1)OC(N)=C(C#N)C21C(=O)N(CN2CCOCC2)c2ccccc21 (centres undefined)	2	-2	98	-1	-3	0.8	4	-1	4
O=c1oc2cc(O)ccc2s1	-7	-9	111	0	-1	0.2	-2	22	2
CCc1ccc2[nH]c(=O)c(CN(Cc3ccco3)S(=O)(=O)c3ccc4c(c3)OCCO4)cc2c1	2	-1	93	4	-2	1.2	1	-13&12	-11
COc1ccc(-c2cc(C(=O)N3CC4(C)CC3CC(C)(C)C4)no2)cc1OC (centres undefined)	1	-3	102	5	3	6.9	17*	-1	3

The listing continues.
SMILES	EBNA-1 inh	PP1 inh	CR mimetic SO	HCV core dimer	TPT1 inhibitor	PP5 primary	Fh CTSL1 inh	GASC-1 inh	ZTA DNA inh
CCN(CC)C(=O)CC(c1ccc2c(c1)OCO2)c1c(OC)cc(OC)c2c(-c3ccccc3)cc(=O)oc12 (centres undefined)	3	7	100	18	1	3.0	2	-6	4
CC(C)NC(=O)COc1nncc2ccccc12	-6	3	100	0	-1	-1.3	-5	17	3
Cc1cc(C)[n+]2[nH]c(N)c(N=Nc3ccccc3)c2n1	0	-1	116	-19	-4	3.5	-1	-6	-15
Cc1sc2nc(CSCC(=O)Nc3ccccc3C#N)[nH]c(=O)c2c1C	-5	-2	97	19	37*	0.1	3	6	4
Cc1ccnc(NC(=O)c2ccc(S(=O)(=O)N3CCCCC3)cc2)c1	.	-4	93	.	.	2.1	.	13	4
Cc1nc2c(C(=O)N3CCCC3)cnn2c(C)c1Cc1c(F)cccc1Cl	2	-4	95	4	0	-3.6	-2	1	23
Cc1ccc(C)c(S(=O)(=O)Nc2ccc(C(N)=O)cc2)c1	-2	1	97	0	-4	1.3	5	0	-10
Cc1c(Cl)cccc1NC(=O)C1Cc2ccccc2CN1C(=O)c1ccccc1 (centres undefined)	-8	4	103	13	-3	0.2	1	4	-5
CCCCC(CCC(=O)Nc1nccs1)C(=O)O (centres undefined)	-3	-2	107	0	-1	2.0	-2	9	-8
O=c1c(C(c2ccc(Br)cc2)c2c(O)nc3n(c2=O)CCS3)c(O)nc2n1CCS2	-4	1	105	1	-1	0.7	0	-1	-12
Cc1ccc(S(=O)(=O)N2CCN(C(=O)CC(C)n3nc(C)c(Cl)c3C)CC2)cc1C (centres undefined)	-8	-4	106	8	2	4.8	-4	-5	0
CCC(COC(C)=O)Nc1nc2c([nH]1)c(=O)n(C)c(=O)n2C (centres undefined)	11	-1	105	1	-1	-3.2	-1	-35	8
CCN(C(=O)C(C)N1C(=O)/C(=C/c2cccs2)SC1=S)C1CCS(=O)(=O)C1 (centres undefined)	-4	-1	81	5	-4	-0.5	3	8	-1
COc1cc([N+](=O)[O-])cc(/C=N/NC(=O)C(C)Nc2ccccc2C)c1O (centres undefined)	-9	22*	118	-12	5	2.8	3	7	-11
COc1ccccc1N1CCN(C(=O)c2ccc(S(=O)(=O)N3CCCC3)cc2)CC1	6	1	97	0	-2	-0.1	-3	-20	3
Cc1ccc(C(=O)NCc2ccc(Cl)cc2)o1	8	1	106	0	-2	1.3	-2	9	6
COc1ccc(C/C(C)=N/NC(=S)Nc2ccccc2)cc1	-10	2	91	-10	-2	6.0	8	0	-18
O=C(N1CCOCC1)C12CCC3CC(CC(C3)C1)C2	3	2	91	-6	-5	0.1	-4	8	7
Cc1ccc(NC(=O)CN2CCCC2c2cccs2)cc1S(=O)(=O)N1CCCCC1 (centres undefined)	.	0	126	.	.	2.8	.	-9	-17
CCOC(=O)N1CCN(c2nc(-c3ccccc3)c3cc(C)ccc3n2)CC1	12	2	89	-5	-6	2.2	0	-31	4
CCc1ccc(OS(=O)(=O)c2cn(C)c(=O)n(C)c2=O)cc1	4	-4	99	-1	2	-0.7	-3	-1	-7
Cc1nc(N)sc1-c1nnc(SCC(=O)Nc2nccs2)n1C	-7	4	118	4	0	-6.1	9	12	8
CC12CCC(C(=O)N3CCC(Cc4ccccc4)CC3)(C(=O)C1=O)C2(C)C (centres undefined)	5	1	80	6	-2	-4.0	-1	-10	9
O=[N+]([O-])c1ccc(NCc2ccccn2)nc1	0	7	103	-3	-8	2.6	4	-5	-15
COCCNc1nc(=S)[nH]c2cc(OC)c(OC)cc12	5	0	100	-1	0	-2.7	2	-6	-4

Next part.
SMILES	EBNA-1 inh	PP1 inh	CR mimetic SO	HCV core dimer	TPT1 inhibitor	PP5 primary	Fh CTSL1 inh	GASC-1 inh	ZTA DNA inh
CC1=NN(c2nc(-c3ccc(C)cc3)cs2)C(=O)C1N=Nc1ccc2ccccc2c1 (centres undefined)	-16	-2	109	21	-1	2.8	-2	1	2
CCOC(=O)CN1C(=O)/C(=C/c2cccc(Br)c2)Oc2ccccc21	-2	-2	103	4	-2	-0.5	-2	5	-1
CN(C)/C=C(\C#N)C(=O)Nc1ccccc1	-3	-4	122	-1	-2	2.3	-4	9	1
COC(=O)CCC(=O)COc1ccccc1C#N	-11	-1	100	-4	0	2.0	-4	-3	-22
COC(=O)CCN(C(=O)c1ccc2c(c1)OCO2)c1ccccn1	-2	-3	107	-3	-7	1.4	-5	2	-15
Cc1cccc(NC(=S)N(CCN(C)C)C(C)c2cccnc2)c1 (centres undefined)	2	9	108	0	2	4.3	1	-4	19
COc1c(C)cc(Br)cc1C(=O)Nc1cccc(-c2nc3ncccc3o2)c1	3	6	104	13	1	2.9	4	i	2
CCOc1ccc(NC(=S)Nc2cccc3cnccc23)cc1	-1	1	85	-2	2	2.3	-2	4	3
Cc1ccc(C(=O)N2CCN(c3ccc(C(F)(F)F)cn3)CC2)cc1	2	0	99	3	-3	1.8	-3	-55	-13
c1ccc2cc(CN3CCOCC3)ccc2c1	-5	2	90	0	3	3.1	0	0	19
CN(C(=O)COc1ccc(Oc2ccccc2)cc1)C1CCS(=O)(=O)C1 (centres undefined)	-6	-6	105	-2	2	2.2	-3	3	-5
S=c1[nH]nc(-c2cccc3ccccc23)n1-c1cccnc1	7	-3	102	-2	3	-1.4	0	27	5
Cc1ccc(C(C)C)c(OCC(=O)NNC(=O)Nc2ccccc2)c1	-3	1	101	-4	-5	4.6	-18	4	-28
O=C(C1CCCCC1)N1CCc2[nH]c3ccc(F)cc3c2C1	7	-1	94	-2	-7	0.9	-3	-9	3
CC1CCN(S(=O)(=O)c2ccc3c(c2)N(CC(=O)N(C)Cc2ccco2)C(=O)CO3)CC1	9	1	91	-12	-3	0.1	2	-1	-2
O=c1c2ccccc2nc(SCc2nnc(-c3ccccc3)o2)n1-c1ccccc1	12	0	80	9	-2	0.9	-1	2	2
Cc1cc(C)c(C(=O)CN2C(=O)C(=O)N(C3CCCC3)C2=O)cc1C	.	5	142	.	.	4.5	.	6	-11
CSCCC(=O)NC1CCCN(CCc2ccccc2)C1 (centres undefined)	-1	0	113	-4	1	1.4	2	-2	-8
CCN1C(=O)C(CC(=O)Nc2ccc(F)cc2)N(Cc2ccco2)C1=S (centres undefined)	-11	1	111	-1	1	-1.3	-4	-6	0
O=C(CCC1CCN(C(=O)c2cncs2)CC1)Nc1ccccc1	-10	-4	113	1	3	3.7	0	-6	-16
CC(C)CNC(=O)c1c(N)n(/N=C/c2ccccn2)c2nc3ccccc3nc12	-10	-7	124	-4	-5	3.6	-3	39&1	0
COc1cccc(NC(=O)CN(C)C(=O)CCCc2c[nH]c3ccccc23)c1	.	-3	89	.	.	1.7	.	-72	4
CCN1C(=O)/C(=C/c2ccc(C)s2)NC1=S	10	-3	75	-28	7	0.4	5	-4	-2

Already shown: 3 of the compounds above.
SMILES	EBNA-1 inh	PP1 inh	CR mimetic SO	HCV core dimer	TPT1 inhibitor	PP5 primary	Fh CTSL1 inh	GASC-1 inh	ZTA DNA inh
CC(C)CNC(=O)c1c(N)n(/N=C/c2ccccn2)c2nc3ccccc3nc12	-10	-7	124	-4	-5	3.6	-3	39&1	0
COc1cccc(NC(=O)CN(C)C(=O)CCCc2c[nH]c3ccccc23)c1	.	-3	89	.	.	1.7	.	-72	4
CCN1C(=O)/C(=C/c2ccc(C)s2)NC1=S	10	-3	75	-28	7	0.4	5	-4	-2

No enrichment for hits; 3.1% or so of the library scored in one or more.
